# Screens (PubChem)
# E coli growth = E. coli V3065 growth inhibition, primary screen, counter-screen for AddAB inhibitor project, absorbance, OD600; 18 h; inhibition, % at 11.9 µM; actives 0.27% (n = 330,000); AID 449728, 2010;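 active means inhibition above the campaign's mean inhibition across all tested compounds plus 3 SD, cut at about 9.9% in these data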;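 further: uninfected addAB+ strain grown without phage in ampicillin broth; 0% = DMSO wells and 100% = ciprofloxacin 0.95 µg/ml wells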
# PKA-R1A activ = activators of PKA-R1A holoenzyme, primary screen, biochemical, fluorescence polarization, Cy5-IP20, bovine R1A, mouse PKAc. cAMP-dependent protein kinase type I-alpha regulatory subunit (Bos taurus) + …. PKA-R1A dissociation; scaled: DMSO 0%, 113 µM cGMP 100%. activation, % at 11.4 µM. actives 0.083% (n = 340,000). AID 504707, 2011;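 active means percent activation above the mean of all tested compounds plus 3 SD, cut at about 19% in these data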;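 further: higher means more PKAc released from R1A so a rise in polarization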
# SUMO Mot1 rescue = yeast Mot1-301 growth rescue at high temperature, primary screen, SUMOylation pathway inhibitor project, S. cerevisiae, ATP luminescence, 38.5C | S. cerevisiae Mot1-301 growth rescue; percent above DMSO median, 100 means doubled | growth rescue, % at 18.8 µM | actives 1% (n = 320,000);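 active means every valid replicate shows activation above 250% relative to neutral control wells; inactive means the rest, any valid replicate at or below 250%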;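 further: OY570 slx delta 5 strain wells were the positive control but not used for scaling; some compounds called inactive have numbers as strong as hits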
# AddAB inh = growth inhibition of E. coli expressing H. pylori AddAB, primary screen, AddAB inhibitor project, absorbance | inhibition, % at 11.9 µM | actives 0.29% (n = 330,000) | AID 435030, 2010; in the data active means inhibition above about 12%;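 further: 0% = vehicle wells of infected cells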
# PKA-R2B activ = activators of PKA-R2B holoenzyme, primary screen, biochemical, fluorescence polarization, Cy5-IP20, human. cAMP-dependent protein kinase catalytic subunit beta (Homo sapiens) + cAMP-dependent …. PKA-R2B holoenzyme dissociation; R2B truncated from residue 108, S112A mutant; 0% DMSO only, 100% 113 µM cGMP. activation, % at 11.4 µM. actives 0.079% (n = 340,000);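 active means activation above a cutoff set at the mean over all compounds plus 3 SD, cut at about 18% in these data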;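 further: higher means more holoenzyme dissociation and a rise in polarization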
# Target sequence (P31323 whole entry, looked up, other chains not shown, the tested form may be a part): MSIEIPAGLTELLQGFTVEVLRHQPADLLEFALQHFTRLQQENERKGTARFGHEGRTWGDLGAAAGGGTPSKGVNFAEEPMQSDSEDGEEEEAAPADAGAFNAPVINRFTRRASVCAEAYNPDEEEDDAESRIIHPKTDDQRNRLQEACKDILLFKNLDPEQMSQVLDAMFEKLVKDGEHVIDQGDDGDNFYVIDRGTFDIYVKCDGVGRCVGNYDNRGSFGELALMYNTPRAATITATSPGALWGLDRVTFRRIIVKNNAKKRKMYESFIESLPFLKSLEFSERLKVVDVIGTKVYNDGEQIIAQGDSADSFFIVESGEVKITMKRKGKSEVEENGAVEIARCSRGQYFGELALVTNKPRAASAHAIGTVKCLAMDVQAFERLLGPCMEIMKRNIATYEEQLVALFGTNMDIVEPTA
# OPRM1-OPRD1 inv = inverse agonists of MOR-DOR heterodimerization, primary screen, cell-based, luminescence; cell-based MOR-DOR heterodimer luminescence, inverse agonism; inhibition, % at 9.3 µM; AID 504357, 2011; actives 0.21% (n = 340,000); in the data active means inhibition above about 22%, passing the limit was not always enough;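 further: 0% = cells with DMSO and 100% = wells without cells with DMSO; values of inactives mirror those of a sister screen read the other way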
# MOR-DOR ag = agonists of OPRM1-OPRD1 heterodimerization, primary screen, cell-based, luminescence; activation, % at 9.3 µM; Mu-type opioid receptor (Homo sapiens) + Delta-type opioid receptor (Homo sapiens), …; cells; actives 0.3% (n = 340,000); AID 504326, 2011; in the data active means activation above about 18%;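 further: 0% = vehicle-treated cells and 100% = reference agonist; values of inactives mirror those of a sister screen read the other way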
# HTR5A inv ag = HTR5A inverse agonists in luminescence cell assay, primary screen, counter-screen for OPRM1-OPRD1 heterodimer inverse agonist project, full-deck HTS. 5-hydroxytryptamine receptor 5A (Homo sapiens), P47898. HTR5A cell line, inverse agonism. inhibition, % at 9.3 µM. actives 0.083% (n = 340,000). AID 504634, 2011; in the data active means inhibition mostly above about 23%, no sharp cut-off; inactive means mostly below about 18%;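 further: 0% = cells with DMSO and 100% = no-cell wells with DMSO; some compounds called inactive have numbers as strong as hits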
# Target sequence (P47898 whole entry, looked up): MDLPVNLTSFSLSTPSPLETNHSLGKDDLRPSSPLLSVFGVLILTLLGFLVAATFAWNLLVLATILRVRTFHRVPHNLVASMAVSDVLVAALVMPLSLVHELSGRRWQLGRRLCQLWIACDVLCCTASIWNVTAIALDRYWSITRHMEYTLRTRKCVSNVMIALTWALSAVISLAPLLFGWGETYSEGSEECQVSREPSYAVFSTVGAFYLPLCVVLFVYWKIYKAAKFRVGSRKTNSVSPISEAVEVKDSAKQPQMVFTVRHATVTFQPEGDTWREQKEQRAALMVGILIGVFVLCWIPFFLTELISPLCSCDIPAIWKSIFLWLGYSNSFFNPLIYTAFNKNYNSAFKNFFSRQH
# phage Ecoli inh = growth loss of phage-infected E. coli, primary screen, RecBCD inhibitor project, absorbance, with phage, HTS; inhibition, % at 11.9 µM; AID 651602, 2012; actives 0.26% (n = 360,000); in the data active means inhibition above about 11%
# PfHsp90 yeast 2 = growth inhibition of PfHsp90-expressing yeast, primary screen, antimalarial PfHsp90 inhibitor project, S. cerevisiae, BacTiter-Glo luminescence, single point, set 2; BacTiter-Glo ATP, 48 h; yeast lacking PDR1 and PDR3 efflux regulators; inhibition, % at 9.4 µM; actives 0.32% (n = 310,000);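 active means every replicate shows inhibition above about 80%, whatever the replicate mean, limit read from the data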;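 further: 0% = DMSO neutral controls and 100% = 20 µM radicicol positive controls; yeast relying on Plasmodium falciparum Hsp90 in place of its own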
# Tat export inh = E. coli Tat export inhibitors, primary screen, MC4100, TorA-mCherry reporter, fluorescence, single point; inhibition, % at 10 µM; actives 0.036% (n = 340,000); AID 488895, 2010;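 active means mean replicate inhibition at least 50% and at least half of replicates individually reaching 50%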;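 further: exported cargo escapes ClpAP degradation while cytoplasmic cargo is degraded and loses fluorescence; 0% = median of neutral control wells and 100% = median of NaSCN control wells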
# An asterisk follows results filed as active; x = no result given.
SMILES	E coli growth	PKA-R1A activ	SUMO Mot1 rescue	AddAB inh	PKA-R2B activ	OPRM1-OPRD1 inv	MOR-DOR ag	HTR5A inv ag	phage Ecoli inh	PfHsp90 yeast 2	Tat export inh
C[C@H](NC(=O)c1[nH]cnc1C(=O)N[C@H](C)c1ccccc1)c1ccccc1	-3.7	-8	-6	-1.6	-5	-27	4.8	10	-1.5	x	15
CN(c1ccc(OCC(=O)Nc2cc(Cl)ccc2C(=O)O)cc1)S(=O)(=O)c1ccc(F)cc1	0.4	-11	-6	1.3	-2	18	-4.4	19	2.5	-9	4
COc1ccc(-c2cc(C#N)nc(NN)n2)cc1	0.6	-1	-5	-1.8	-10	13	-2.5	-4	0.6	-6	-4
CC(C)Oc1ccc(C(=O)OC(C)C(=O)Nc2nc(-c3cccc([N+](=O)[O-])c3)cs2)cc1 (stereo unspecified)	-1.6	-7	-5	4.2	8	14	-2.1	6	0.1	1	-3
COc1cc(C(=O)ONC(=O)c2ccc(OC(F)F)cc2)cc(OC)c1OC	-0.4	0	15	0.6	-3	-32	6.1	-13	0.9	-95	-7
COc1cc(C(=O)COC(=O)C2CC2(Cl)Cl)cc(OC)c1OC (stereo unspecified)	-1.1	-10	13	0.7	-5	24	-4.7	-5	1.2	18	-7
COc1cc(C)ccc1OCc1cc(C(=O)N2CCCCCC2)no1	x	5	x	x	-5	-5	1.0	-10	0.5	3	1
O=C(NCC(c1ccco1)N1CCc2ccccc21)C(=O)Nc1ccccc1F (stereo unspecified)	2.4	-1	13	-0.2	-2	1	-0.1	-29	-0.4	x	8
O=C(CN1CCN(S(=O)(=O)c2ccc(Br)cc2)CC1)Nc1ccc(F)cc1	0.2	2	-6	7.7	4	-2	0.4	13	4.2	x	-1
Cc1ccccc1NC(=O)CSc1nc(N2CCCCC2)nc(N2CCCCC2)n1	-0.4	8	x	0.3	-2	-8	1.6	3	-0.6	x	-1
CCCN(CCC)CCNC(=O)C1c2ccccc2C(=O)N2CCc3ccccc3C12 (stereo unspecified)	-0.6	-11	0	1.2	-11	4	-0.8	0	-0.9	0	3
Cc1cc(=O)nc2c3ccccc3n(CC(=O)NCCC3=CCCCC3)n12	0.2	4	13	2.2	6	2	-0.3	8	2.7	-24	0
CCn1c(NC(=O)c2cccs2)nc2ccccc21	-4.8	1	-5	-2.2	-3	8	-1.5	-12	0.7	-4	-3
COc1cc2c(cc1OC)C(c1cc3cc4c(cc3[nH]c1=O)OCO4)N(C(=O)C(C)C)CC2 (stereo unspecified)	2.2	1	11	1.8	6	8	-1.4	-27	1.2	20	2
CCc1nc(-c2ccc(OC)c(OC)c2)cc2cc(OC)c(OC)cc12	0.3	-12	2	1.3	3	-6	0.9	13	4.5	-16	2
CCC(C)[C@H](N)c1nnc(SCc2cccc(F)c2)o1 (stereo partly specified)	-1.4	-1	3	-1.6	-3	3	-0.6	-5	1.8	5	5
N#Cc1c(NC(=O)c2ccccc2)sc2c1CCC2	1.0	6	-20	5.3	5	-5	1.0	21	2.7	-7	-6
COc1ccccc1N(C)S(=O)(=O)c1ccc(C(=O)Nc2cc(OC)c(OC)c(OC)c2)cc1	x	-1	x	x	-2	8	-2.0	8	-0.2	x	-6
COc1cc(NC(=O)c2cc3sccc3n2C)cc(OC)c1	3.0	-1	-23	1.4	-13	-2	0.3	-31	3.7	x	-2
O=C(Nc1ccccc1OC(F)F)c1ccc(-n2cncn2)c([N+](=O)[O-])c1	0.0	-1	0	-1.4	-1	-14	2.1	-4	5.1	x	-5
Cc1oc2c(C)c(O)ccc2c(=O)c1-c1ccc2ccccc2n1	-2.7	4	11	-1.3	3	9	-1.6	-17	1.9	-17	0
CCC(c1nnc(SCC(=O)Nc2cc(S(C)(=O)=O)ccc2Cl)n1Cc1ccccc1)N(C)C (stereo unspecified)	0.6	-11	11	-0.9	-5	10	-1.9	7	0.1	21	4
Cc1ccc(F)c([C@H]2[C@@H]3C=CCC[C@@]3(C)C(=O)N2Cc2ccccc2)c1	-2.2	-10	-20	-1.9	4	-40	7.3	-16	1.9	x	13
N#CCc1ccc(OC(=O)c2ccncc2)cc1	2.3	1	-13	-0.7	-2	16	-3.0	-11	3.0	-33	5
CN1C(=O)C(CC(=O)NCCc2ccccc2)N(NC(=O)c2cccc(F)c2)C1=S (stereo unspecified)	2.3	-3	363	2.5	-6	7	-1.4	-21	1.5	-78	-2
COc1ccccc1CNC(=O)CSc1nc2nc(C)cc(C)n2n1	-3.9	2	20	-0.3	10	12	-2.3	6	1.9	-15	12
CCn1nnnc1SCCSc1nnnn1CC	-0.4	1	2	1.1	1	14	-3.1	-17	3.0	15	0
CCc1nc2cc(Cl)c(Cl)cc2nc1CC	0.3	3	-2	1.9	4	16	-3.2	-23	1.3	-1	0
Cc1nn(Cc2ccccc2)c(C)c1NC(=O)Cn1nc([N+](=O)[O-])c(Cl)c1C	-0.8	-14	-1	2.4	-4	-1	0.1	-4	1.8	7	-6
CC(OC(=O)c1cccs1)C(=O)NCc1cccs1 (stereo unspecified)	-1.2	-1	10	-0.8	-5	-2	0.3	-2	1.7	x	-1
CCCCOC(=O)Nc1nnc(Cc2ccc(Cl)cc2)s1	0.1	-11	7	3.7	-2	5	-0.9	3	3.3	4	-1
CCCCNc1ccc(C(CC(N)=O)NC(=O)c2cc(C)cc(C)c2)cc1[N+](=O)[O-] (stereo unspecified)	-2.2	3	9	-0.9	-1	-2	0.3	-9	2.6	13	3
CCc1nnc(NC(=O)CCC(=O)NCCc2ccc(OC)c(OC)c2)s1	1.6	3	-6	3.7	3	11	-2.1	-2	-0.2	36	-3
CC1(C)CC(=O)C2=C(C1)N(Cc1cccnc1)C(=O)C2(NC(=O)c1cccnc1)C(F)(F)F (stereo unspecified)	0.1	-8	5	-0.7	-4	5	-1.0	-8	3.5	x	-2
O=C(CNC(=O)c1ccccc1)OCC(=O)c1cccs1	-0.4	-2	3	3.2	1	11	-1.8	12	3.1	-14	-5
O=C(C[n+]1ccc(C(=O)N/N=C/c2ccc(Cl)cc2Cl)cc1)c1ccccc1	0.9	-8	712*	1.1	-1	4	-0.7	-16	-0.3	-21	12
COc1cc(NC(=O)CN2C(=O)CN(C)C2=O)c(C)cc1[N+](=O)[O-]	-0.7	0	-7	0.0	-3	7	-1.6	-50	2.5	-8	-1
COc1cccc(CN(C)C(=O)c2cc(COc3c(F)cccc3F)on2)c1	1.4	-5	3	3.0	-3	9	-1.7	20	0.9	x	3
NC(=O)[C@@H]1CC2(CC(c3cccc(NC(=O)CC(c4ccccc4)c4ccccc4)c3)=NO2)CN1C(=O)c1ccc(Cl)cc1 (stereo partly specified)	-3.6	13	125	0.6	13	-11	1.9	-10	4.6	-11	-11
Cc1ncsc1CCSc1n[nH]c(=O)n1-c1ccccc1	-1.3	2	-1	-0.8	2	16	-2.9	3	0.9	-11	-3
CSc1nc2ccc(NS(=O)(=O)c3ccc4c(c3)OCCO4)cc2s1	0.4	4	5	3.5	-3	5	-0.8	-17	1.0	-11	-4
CCOC(=O)c1[nH]nc2c1C(=O)N(Cc1ccccc1)C2=O	-1.2	-6	0	1.9	-6	7	-1.8	16	0.9	-4	-5
C=CCNC(=S)NNc1nc2sc3c(c2c(=O)[nH]1)CC(C)(C)OC3	0.1	7	-15	3.6	-1	8	-1.8	-1	4.1	7	8
CCOC(=O)CC(=O)CSc1nc(CC)c(C)cc1C#N	-1.5	-3	3	4.7	8	14	-2.8	13	-0.8	-12	-1
COC(=O)c1ccc(NC(=O)c2cccc(N3C(=O)CCC3=O)c2)cc1	x	-8	x	x	0	4	-0.6	13	4.8	-18	0
COc1ccc(CN(C)C(=O)C2CSC3(C)CCC(=O)N23)cc1OC (stereo unspecified)	0.9	-3	13	-0.2	-2	8	-2.1	6	1.3	19	3
O=C(NCc1c[nH]c2ccccc12)c1ccccc1	2.4	-5	-20	4.8	3	-3	0.6	-31	2.7	4	-8
CC1(C)CC(=O)C(C(C2=C(O)CC(C)(C)CC2=O)c2ccc(Br)s2)C(=O)C1 (stereo unspecified)	-1.4	-7	-1	1.9	-17	-1	0.1	-1	3.6	20	-1
Cc1cnc(C(=O)OCC(=O)Nc2ccc(C)c(S(=O)(=O)N3CCCCC3)c2)cn1	-1.2	10	3	1.8	-8	-6	0.8	-17	3.4	-13	2
COC(=O)c1c(C)oc2c1cc(NS(=O)(=O)c1ccc(C(=O)O)cc1)c1ccccc12	-0.8	2	-2	-0.6	2	-39	6.6	-2	0.5	-19	-7

# (further entries)
SMILES	E coli growth	PKA-R1A activ	SUMO Mot1 rescue	AddAB inh	PKA-R2B activ	OPRM1-OPRD1 inv	MOR-DOR ag	HTR5A inv ag	phage Ecoli inh	PfHsp90 yeast 2	Tat export inh
O=C(Cn1nnc(-c2ccccc2)n1)c1ccccc1	3.5	4	4	3.0	2	-4	0.7	-4	1.9	-5	3
O=C(NCC(=O)N(c1cccc(F)c1)C(C(=O)NC1CCCC1)c1ccncc1)c1cccs1 (stereo unspecified)	-2.1	-1	-2	1.4	0	6	-0.9	0	1.5	-4	0
COc1ccc(-c2nnc(C(C)Nc3cccc(C(=O)NC4CC4)c3)o2)cc1 (stereo unspecified)	0.3	-10	10	-1.0	-7	7	-1.8	-7	1.7	11	-9
Cc1c(C(=O)N2CCOCC2)sc(NC(=O)C(C)C)c1C#N	-2.1	-5	4	-0.8	-7	12	-1.9	6	0.7	-30	1
COCCN(C(=O)CSc1nc2nc(C)cc(C)n2n1)c1c(N)n(Cc2ccccc2)c(=O)[nH]c1=O	3.1	20*	-3	4.1	-1	-2	0.4	-3	4.0	-23	-4
N#CCSCC(=O)Nc1ccc(Cl)cc1	-1.3	5	-4	0.3	-1	5	-0.9	12	0.5	-12	-5
Cc1ccc(C2OC34CCCCCC3C(C#N)(C(=N)O4)C2(C#N)C#N)cc1 (stereo unspecified)	0.6	-11	-5	2.4	-2	6	-1.1	10	4.5	-1	8
COC(=O)c1cc2c(ccn2-c2ccc(F)cc2)n1Cc1ccc(OC(C)=O)cc1	2.2	-9	17	2.0	4	11	-1.9	-12	4.1	15	-1
